# PLK1 PBD block = qHTS for Inhibitors of PLK1-PDB (polo-like kinase 1 - polo-box domain): Primary Screen; 360,000 tested, 2.8% active; Serine/threonine-protein kinase PLK1 (Homo sapiens), P53350; Potency, µM, inactives show max response, negative = inhibition, hits mostly inhibitors; Plk1 PBD binding of FITC phosphopeptide, fluorescence polarization; further: potency means the concentration at half of the fitted maximal effect; series mostly up to about 57 µM; on the % scale 0 is the no-effect control and ±100 the full control effect; nearly all actives have a fitted effect of over 65% in size
# Target sequence (P53350 whole entry, looked up, the tested form may be a part): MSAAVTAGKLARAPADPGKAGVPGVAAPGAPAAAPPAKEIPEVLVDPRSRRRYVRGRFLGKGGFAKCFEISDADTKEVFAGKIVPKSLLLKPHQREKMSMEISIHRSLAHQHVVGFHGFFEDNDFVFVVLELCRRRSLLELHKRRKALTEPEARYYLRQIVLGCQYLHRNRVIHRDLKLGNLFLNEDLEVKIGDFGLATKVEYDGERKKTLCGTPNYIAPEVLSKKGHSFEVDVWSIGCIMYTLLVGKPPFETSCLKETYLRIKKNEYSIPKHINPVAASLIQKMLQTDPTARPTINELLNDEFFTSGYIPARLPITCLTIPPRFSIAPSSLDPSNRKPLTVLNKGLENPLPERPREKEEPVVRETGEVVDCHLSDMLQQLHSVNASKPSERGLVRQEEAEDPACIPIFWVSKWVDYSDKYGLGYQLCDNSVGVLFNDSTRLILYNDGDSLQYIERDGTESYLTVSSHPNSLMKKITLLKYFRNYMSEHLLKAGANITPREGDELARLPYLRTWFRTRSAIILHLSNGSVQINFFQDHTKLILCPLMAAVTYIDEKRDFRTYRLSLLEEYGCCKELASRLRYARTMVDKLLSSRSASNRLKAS
# EPAC1 antag = qHTS for Antagonist of cAMP-regulated guanine nucleotide exchange factor 3 (EPAC1): primary screen; Rap guanine nucleotide exchange factor 3 (Homo sapiens), O95398; EPAC1 GEF assay, Rap1b-BODIPY-GDP exchange fluorescence; Potency, µM (top dose mostly 115 µM), inactives show at the top dose activity change, negative = inhibition, actives largely listed as inhibitors; 360,000 tested, 0.14% active; AID 720709, 2013;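 further: potency means the concentration at half of the fitted maximal effect; plate controls were vehicle for no effect and positive control for full effect; nearly all actives have a fitted effect of over 50% in size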
# EPAC1 agonist = qHTS for Agonist of cAMP-regulated guanine nucleotide exchange factor 3 (EPAC1): primary screen; EPAC1 agonist qHTS, biochemical assay; response scale: 100% = response to 6.5 mM cAMP; 360,000 tested, 0.073% active; Rap guanine nucleotide exchange factor 3 (Homo sapiens), O95398; Potency, µM (titrated, usually from 154 µM), for the others: at the highest dose activation, hits mostly activators; AID 720707, 2013; further: potency means the concentration at half of the fitted maximal effect; nearly all actives have a fitted effect of over 60% in size
#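 EPAC1 100 nM, Rap1B–BODIPY-GDP 250 nM, unlabeled GDP 50 uM; compound titration; 5 min RT; kinetic read ex480/em540 at 5-min intervals ×30 min; data normalized to 6.5 mM cAMP agonist control.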
# IL2 activator = qHTS of IL-2 Activators; IL-2 activation reporter assay, cell-based qHTS; stimulated with anti-CD3/CD4/CD28 beads; in transgenic mouse T cells; activation, % (series mostly up to about 46 µM); 360,000 tested, 0.065% active; in the data active means activation above about 50%; inconclusive means mostly about 30% to 49%; further: 0% is about no effect
#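 First, unstimulated transgenic mouse T cells were exposed to compound for 60 min. Next, anti-CD3/anti-CD4-coated beads with anti-CD28 were added. Finally, after 18 h at 37 degrees C, EGFP and DsRed were imaged.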
# PI5P4K alpha inh = qHTS for Inhibitors of phosphatidylinositol 5-phosphate 4-kinase (PI5P4K); Phosphatidylinositol 5-phosphate 4-kinase type-2 alpha (Homo sapiens), P48426; 330,000 tested, 1.2% active; PI5P4Kalpha enzyme, ADP-Glo luminescence, 60 min; stronger effect = lower value; max response, %; active means max response of -50% or lower; inconclusive means between -30% and -50%; inactive means -30% or higher; further: value at the top dose of about 77 µM; on the % scale 0 is the no-effect control and ±100 the full control effect
# Target sequence (P48426 whole entry, looked up): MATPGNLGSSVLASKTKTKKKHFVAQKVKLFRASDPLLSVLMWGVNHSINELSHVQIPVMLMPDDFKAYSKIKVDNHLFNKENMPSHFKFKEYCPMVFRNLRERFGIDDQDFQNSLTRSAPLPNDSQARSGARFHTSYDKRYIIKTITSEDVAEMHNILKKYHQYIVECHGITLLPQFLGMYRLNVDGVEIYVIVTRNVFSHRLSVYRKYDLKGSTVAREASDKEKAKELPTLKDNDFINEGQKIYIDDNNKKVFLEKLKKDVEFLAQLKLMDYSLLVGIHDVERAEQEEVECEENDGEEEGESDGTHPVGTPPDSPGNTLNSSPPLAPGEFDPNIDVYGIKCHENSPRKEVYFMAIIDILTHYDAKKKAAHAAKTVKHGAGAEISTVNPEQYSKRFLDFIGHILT
#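 qHTS, 1536-well: enzyme/substrate mix, compound by pin tool, 5 microM ATP final; RT 60 min; ADP-Glo reagents 1 (45 min) then 2 (30 min); luminescence.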
# aSyn yeast inh = qHTS of alpha-syn Inhibitors; Yeast expressing alpha-synuclein, growth rescue, BacTiter-Glo, 24 h; Potency, µM (series often up to 46.1 µM), inactives show at the top dose growth rescue (activation), actives largely listed as activators; 370,000 tested, 0.14% active; AID 652106, 2013; further: potency means the concentration at half of the fitted maximal effect; % of control where 0% means no effect; nearly all actives have a fitted effect of over 65% in size
#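 Galactose-induced alpha-syn yeast (OD600=0.02, raffinose-pregrown) + pinned cpd, 24 hr, 30 deg C; growth by BacTiter-Glo luminescence. Growth restoration scores as activation.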
# Abeta yeast res = qHTS for compounds that reverse cellular toxicity of Amyloid beta (A-beta) peptide in yeast: Primary Screen. Potency, µM (highest dose often 46.1 µM), for the others: at the top dose growth rescue, actives largely listed as activators. yeast expressing A-beta42, growth rescue, OD600, 48 h; response scale: 0% DMSO, 100% iron-clioquinol control. 410,000 tested, 0.063% active. AID 1347071, 2019; further: potency means the concentration at half of the fitted maximal effect; nearly all actives have a fitted effect of over 55% in size
#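 Yeast growth medium received pinned compounds, then yeast cells expressing toxic A-beta were added; plates incubated at 30 C for 48 hr. Growth read as absorbance at 600 nm, normalized to DMSO and equimolar FeCl3 plus clioquinol controls.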
# FUS yeast rescue = qHTS for Suppressors of FUS Proteinopathy: Primary screen using FUS-linked yeast assay | 390,000 tested, 0.24% active | Potency, µM (series often up to 76.6 µM), for inactives: at the top dose growth rescue (activation), hits mostly activators | S. cerevisiae FUS-expressing, growth rescue, OD600, 24 h;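 further: potency means the concentration at half of the fitted maximal effect; plate controls were DMSO vehicle for no effect and reference control for full effect; nearly all actives have a fitted effect of over 55% in size; some results filed as inactive show a strong effect at the top dose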
#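 Restored growth of FUS-toxic S. cerevisiae, read as 600 nm absorbance after 24 h at 30C in galactose medium (starting OD 0.005). Controls CP55940 and DMSO.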
# WRN helicase inh = qHTS for Inhibitors of WRN Helicase. WRN helicase unwinding, fluorescent forked duplex, kinetic. Potency, µM (highest dose often 114 µM), inactives show at the top dose activity change, negative = inhibition, actives largely listed as inhibitors. 360,000 tested, 0.46% active. AID 651768, 2012; further: potency means the concentration at half of the fitted maximal effect; on the % scale 0 is the no-effect control and ±100 the full control effect; nearly all actives have a fitted effect of over 55% in size
#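 WRN at 20 nM final was preincubated with compound for 15 min at room temperature; reaction started with 100 nM forked duplex oligonucleotide carrying fluorophore and quencher plus 2 mM ATP (final). Unwinding followed kinetically by red fluorescence (ex 525/em 598 nm).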
# Numbers without * were called inactive; ? = inconclusive; . = no result given; & = joins results of further samples; [ ] = remark or other dose. Unless noted, the call rests on the fitted dose curve; in most records, active means well fitted curve in the direction sought with a large enough effect; inconclusive means small, poorly fitted or top-dose-only effect, or another doubt; inactive means no such curve, though single readings can be large; an effect the other way counts as inactive or inconclusive.
# Below each compound: IL2 activator	EPAC1 agonist	WRN helicase inh	Abeta yeast res	PLK1 PBD block	aSyn yeast inh	FUS yeast rescue	EPAC1 antag	PI5P4K alpha inh
- Cc1cc(C(=O)NNC(=O)C(C)NS(=O)(=O)c2ccccc2F)c(C)o1 (stereo not given)
→ 1.1	-5%	-1%	4%	-10%	-2%	-14%	2%	1
- COCCn1c(C)cc(C(=O)CSc2nc(C)nc3sc4c(c23)CCC4)c1C
→ 2.7	13%	-6%	25%	-8%	1%	28%	-6%	.
- COc1ccc(NC(=O)CSc2ccc3c(c2)OCCO3)cc1
→ 0.8	6%	1%	0%	?	1%	2%	-5%	-5
- O=C(Nc1ccccc1)C1=C(N2CCOCC2)/C(=C/c2cccnc2)CC1
→ 1.2	7%	-8%	-31%[inhibitor]	-5%	-30%	30%	6%	.
- COc1ccc(OC)c(CCNC(=O)c2cccc(NC(=O)C3=C(C)OCCS3)c2)c1
→ 0.4	11%	-3%	12%	-7%	2%	13%	7%	8
- Cc1c(C(=O)NCCCN2CCOCC2)sc2nc(-c3ccc(F)cc3)cn12
→ 0.5	-7%	0%	-8%	3%	2%	23%	11%	.
- C#CCOc1ccc(/C=C2/C(=O)ON=C2C)cc1OCC
→ -0.3	-2%	?	-11%	2.1µM*	5%	-9%	-1%	-16
- CC(=O)Oc1cccc(/C=C2\C=C(c3ccc(C)cc3)OC2=O)c1
→ 0.6	-2%	-8%	5%	19µM*	-1%	21%	8%	-29
- O=C(CSc1ncnc2c1nnn2Cc1ccccc1F)NCC1CCCO1 (stereo not given)
→ -1.1	8%	1%	6%	-11%	-6%	-12%	-22%	-2
- COCCNC(=O)C(C)OC(=O)C1=Cc2ccccc2OC1 (stereo not given)
→ -0.3	2%	-3%	-4%	-10%	1%	-17%	-7%	-2
- COc1ccc(C(=O)C[n+]2ccc(C)cc2)cc1
→ -0.1	-1%	-8%	9%	-12%	-19%	.	7%	-2
- Nc1c2c(nc3ccccc13)CCCC2
→ 0.2&0.7	0%&-13%	2%&1%	-1%&-6%	-12%&-6%	2%&-4%&8%&-3%	-21%&-35%	1%&-5%	3&10
- CCc1ccccc1NC(=O)CSc1nnc(-c2cc(C)[nH]n2)n1N
→ -1.4	-4%	5%	4%	-13%	-6%	22%	-17%	0
- COc1cccc(C(C(=O)NC(C)(C)C)N(C(=O)CCC(=O)Nc2cc(C)on2)C(C)(C)C)c1OC (stereo not given)
→ 0.2	-8%	7%	-1%	-2%	-6%	27%	13%	11
- O=C(C1CC(=O)N(c2ccc(Cl)cc2)C1)N1CCOCC1 (stereo not given)
→ -0.2	3%	4%	-1%	-6%	0%	14%	1%	3
- COC(=O)[C@H](CCSC)NC(=O)Nc1cc(OC)cc(OC)c1
→ -0.2	3%	1%	2%	-2%	-8%	22%	-4%	2
- CC(=O)Nc1ccc(S(=O)(=O)Nc2ccc(=O)n(Cc3ccc(Cl)c(Cl)c3)c2)cc1
→ -3.3	-6%	8%	-4%	2%	2%	-5%	1%	8
- Cc1ccccc1OCC(=O)OC(C)C(=O)NC1CCCC1 (stereo not given)
→ 2.2	13%	-2%	3%	-5%	2%	-12%	-16%	1
- CCNC(=O)C1(C)CCN(C(=O)c2ccccc2F)C1 (stereo not given)
→ -0.5	-3%	0%[57.1 µM]	-3%	-8%	0%	-20%	1%	-1
- CC(=O)Nc1ccc(-c2nnn(CC(=O)c3ccc(F)cc3)n2)cc1Cl
→ -1.6	0%	2%	-12%	2%	1%	-6%	-9%	-1
- COc1ccc(Br)c(Cn2c(C)c(C(=O)NCc3ccccc3C(F)(F)F)sc2=O)c1
→ -0.9	-9%	1%[57.1 µM]	-3%	-2%	-1%	47%	-16%	3
- Cc1ccc(-n2c(SCC(=O)Nc3ccc4c(c3)OCO4)nnc2-c2ccoc2C)cc1
→ 0.1	-21%	-6%	1%	24µM*	-7%	11%	12%	-20
- CNc1ccc(-c2ccccc2CO)cn1
→ 0.5	1%	7%	-9%	-1%	4%	-22%	-5%	-6
- Nn1c(SCc2ccc([N+](=O)[O-])cc2)nc2ccccc2c1=O
→ -0.1	3%	3%	-15%	-12%	-5%	-14%	-2%	14
- COC(=O)C1CN(C(=O)COc2ccc(C)c(C)c2)c2ccccc2O1 (stereo not given)
→ 0.6	3%	-8%[57.1 µM]	-4%	4%	1%	-14%	-4%	6
- O=C(Nc1cccc(C(=O)NC2CC2)c1)c1ccc(Cl)c(S(=O)(=O)N2CCOCC2)c1
→ -0.5	11%	-5%	1%	-9%	-2%	13%	-4%	-5
- O=C(O)CCCNC(=O)c1ccccn1
→ -0.4	-5%	-21%	2%	-1%	-6%	4%	5%	8
- COc1cc(OC)cc(C(=O)Nc2nc(-c3ccccc3)c(-c3ccccc3)o2)c1
→ -0.4	-15%	-7%	-2%	-4%	?	3%	4%	4
- COc1ccc(N2CCN(C(=O)C3(S(=O)(=O)c4ccc(C)cc4)CC3)CC2)cc1
→ -0.2	-2%	7%	-4%	-6%	-5%	27%	0%	0
- CC(=O)OC(C)C1C2=C(C(=O)CC1(C)O)C(=O)c1c(ccc(-c3ccc4c(c3O)C(=O)C3=C(C4=O)C(C(C)OC(C)=O)C(C)(O)CC3=O)c1O)C2=O (stereo not given)
→ -7.7	1%	?	10%	?	-12%	.	-1%	?

# An excerpt of these results, as tab-separated lines.
mol	IL2 activator	EPAC1 agonist	WRN helicase inh	Abeta yeast res	PLK1 PBD block	aSyn yeast inh	FUS yeast rescue	EPAC1 antag	PI5P4K alpha inh
Cc1cc(C(=O)NNC(=O)C(C)NS(=O)(=O)c2ccccc2F)c(C)o1 (stereo not given)	1.1	-5%	-1%	4%	-10%	-2%	-14%	2%	1
COCCn1c(C)cc(C(=O)CSc2nc(C)nc3sc4c(c23)CCC4)c1C	2.7	13%	-6%	25%	-8%	1%	28%	-6%	.
COc1ccc(NC(=O)CSc2ccc3c(c2)OCCO3)cc1	0.8	6%	1%	0%	?	1%	2%	-5%	-5
O=C(Nc1ccccc1)C1=C(N2CCOCC2)/C(=C/c2cccnc2)CC1	1.2	7%	-8%	-31%[inhibitor]	-5%	-30%	30%	6%	.
COc1ccc(OC)c(CCNC(=O)c2cccc(NC(=O)C3=C(C)OCCS3)c2)c1	0.4	11%	-3%	12%	-7%	2%	13%	7%	8
Cc1c(C(=O)NCCCN2CCOCC2)sc2nc(-c3ccc(F)cc3)cn12	0.5	-7%	0%	-8%	3%	2%	23%	11%	.
C#CCOc1ccc(/C=C2/C(=O)ON=C2C)cc1OCC	-0.3	-2%	?	-11%	2.1µM*	5%	-9%	-1%	-16
CC(=O)Oc1cccc(/C=C2\C=C(c3ccc(C)cc3)OC2=O)c1	0.6	-2%	-8%	5%	19µM*	-1%	21%	8%	-29

# Remaining list, next part:
# Below each compound: IL2 activator	EPAC1 agonist	WRN helicase inh	Abeta yeast res	PLK1 PBD block	aSyn yeast inh	FUS yeast rescue	EPAC1 antag	PI5P4K alpha inh
- O=C(CSc1nc2ccccc2c(=O)[nH]1)N1CCN(c2ccccc2F)CC1
→ 0.6	10%	13%	3%	-10%	0%	1%	10%	-4
- Cc1cc(C)nc(NCC(O)CNc2ccccc2C)n1 (stereo not given)
→ -3.4	3%	-9%	-3%	-8%	-2%	17%	-9%	6
- Cc1cc(C)nc(N/N=C/c2ccccc2OCc2ccc([N+](=O)[O-])cc2)n1
→ 5.0	1%	-3%	7%	-2%	-1%	19%	-11%	-5
- CCCCN1CC[C@H]2C=CC[C@@H](C(=O)NCCc3ccccc3)[C@H]2C1=O
→ 0.8	-2%	3%	6%	2%	1%	-12%	2%	-1
- Cc1ccccc1N1CCN(C2CCCN(C(=O)CCN3CCCCC3=O)C2)CC1 (stereo not given)
→ -1.2	4%	-8%	15%	?	-6%	2%	0%	2
- CCOCCCN(CCC#N)S(=O)(=O)c1ccc(S(=O)(=O)N2CCCC2)cc1
→ -0.7	3%	-10%	3%	-10%	-8%	-1%	-2%	.
- COc1ccc(S(=O)(=O)Nc2cc(SCC(=O)O)c(O)c3ccccc23)cc1
→ -1.2	19%	79µM*	-10%	1.5µM*	-2%	-15%	79µM*	-51*
- COC(=O)COc1ccc(S(=O)(=O)NCCC2=CCCCC2)cc1
→ -1.6	13%	-3%	2%	-7%	24%	1%	-1%	.
- Cc1cccc(C)c1Nc1nnc(SCc2nc3ccccc3c(=O)[nH]2)s1
→ 2.3	-4%	-30%[57.1 µM]	-12%	-9%	-8%	16%	-11%	-10
- Cc1cccc(N(Cc2cc(=O)[nH]c3ccccc23)C(=O)C(C)C)c1
→ 1.7	6%	15%	13%	-7%	1%	12%	5%	0
- CC(C)NC(=O)N(C)C[C@H]1Oc2c(NC(=O)Cc3ccccc3)cccc2C(=O)N([C@H](C)CO)C[C@@H]1C
→ -2.4	-4%	-8%	9%	27µM*	17%	-4%	-13%	-3

# Screening results as filed in PubChem BioAssay.
